Screening data from PubChem BioAssay.
RNase H inhibition: RNase H inhibition, HIV 1 Gag Pol polyprotein, FRET biochemical assay, screening (AID 372); HIV-1 RT RNase H, FRET RNA/DNA substrate fluorescence; higher % means a stronger effect; inhibition, % at 10 µM; hits with a dose series show IC50 in µM; 100,000 compounds, 0.77% hits; in the data active means inhibition above about 50%
The depositor's hits bear a star. The list is partial, so the mix of outcomes need not match the whole.

SMILES	RNase H inhibition
COc1ccc(/C=N/N(C)c2cc(-c3ccccc3)nc(-c3ccc(Br)cc3)n2)cc1	14.0%
O=C(Cc1ccc([N+](=O)[O-])cc1)Nc1ccccc1-c1ccccc1	7.0%
COc1ccc(S(=O)(=O)Nc2cccc(Br)c2)cc1OC	9.0%
COC(=O)c1cc(NC(=O)c2ccc([N+](=O)[O-])cc2)cc(C(=O)OC)c1	12.0%
Cc1cc(C)nc(Nc2nc3ccccc3c(=O)[nH]2)n1	5.0%
CCOC(=O)C1=C(C)N=c2s/c(=C\c3cc(Br)c(OCc4ccccc4)c(OCC)c3)c(=O)n2C1c1ccc(OC)cc1 (stereo not given)	2.0%
COc1cccc(C2C(C(=O)Nc3ccccc3)=C(C)N=c3s/c(=C\c4cc(OC)c(OC)c(OC)c4)c(=O)n32)c1 (stereo not given)	23.0%
Cc1ccc(/C=C2/SC(=S)N(CCCC(=O)Nc3ccccc3Cl)C2=O)cc1	0.0%
CCOC(=O)C1(C)C=C(O)C(=O)N1c1ccc(Br)cc1 (stereo not given)	11.0%
C=CCn1c(O)c(C2=c3cc([N+](=O)[O-])ccc3=NC2=O)sc1=N	8.0%
COc1ccc(C(=O)N2CCN(C3CCCC(C)C3)CC2)cc1 (stereo not given)	1.0%
COc1cc(/C=C2\SC(N)=NC2=O)ccc1OC(=O)c1ccc(F)cc1	15.0%

Four compounds from above, ordered by SMILES length, low to high:
SMILES	RNase H inhibition
Cc1cc(C)nc(Nc2nc3ccccc3c(=O)[nH]2)n1	5.0%
COC(=O)c1cc(NC(=O)c2ccc([N+](=O)[O-])cc2)cc(C(=O)OC)c1	12.0%
COc1ccc(/C=N/N(C)c2cc(-c3ccccc3)nc(-c3ccc(Br)cc3)n2)cc1	14.0%
CCOC(=O)C1=C(C)N=c2s/c(=C\c3cc(Br)c(OCc4ccccc4)c(OCC)c3)c(=O)n2C1c1ccc(OC)cc1 (stereo not given)	2.0%

Next part
SMILES	RNase H inhibition
COC(=O)C1=C(C)N(C)C(=O)NC1c1ccccc1OCc1ccccc1 (stereo not given)	6.0%
Cc1ccc(CSc2nnc(-c3cccc(F)c3)n2-c2ccccc2)cc1	11.0%
Cc1ccc(/C=C2\N=C(c3ccc(Cl)cc3)OC2=O)o1	17.0%
Cc1ccc(OCC(=O)O/N=C(\N)c2ccc([N+](=O)[O-])cc2)c(Br)c1	11.0%
Cc1ccc(S(=O)(=O)/N=C(/Nc2ccc3ccccc3c2)c2ccccc2)cc1	14.0%
CSc1ccccc1NC(=O)c1ccc([N+](=O)[O-])cc1	0.0%
O=S1(=O)CCC(NC(=S)N/N=C/c2ccc(-c3ccc(Cl)cc3Cl)o2)C1 (stereo not given)	36.0%
Cc1oc2ccc(OCc3ccc(Br)cc3)cc2c1C(=O)O	0.0%
COc1ccc(OC)c(C2NC(=S)NC(C)=C2C(=O)OCCc2ccccc2)c1 (stereo not given)	21.0%
Cc1cc(Cl)ccc1OCC(=O)NNC(=O)CC#N	4.0%
Cc1ccccc1CNC(=O)CN(c1ccc(Oc2ccccc2)cc1)S(C)(=O)=O	18.0%
Cc1ccc(NC(=O)c2ccccc2C)c([N+](=O)[O-])c1	0.0%
O=C(Nc1ccc(Cl)c(-c2nc3ccccc3s2)c1)c1cccs1	18.0%
Cc1cc(OCC(=O)NCc2ccccc2Cl)ccc1Br	27.0%
Cc1ccc(S(=O)(=O)N(CC(=O)Nc2ccc(F)cc2)c2ccc(C)cc2C)cc1	15.0%
CCN(C(=O)c1ccc(Cl)c([N+](=O)[O-])c1)c1ccccc1	0.0%
COc1ccc(CNC(=O)C(=O)NCc2ccc(Cl)cc2)cc1	15.0%
CN(C1=NC(=O)/C(=C\C(Cl)=C\c2ccc([N+](=O)[O-])cc2)S1)c1ccc(O)cc1	20.0%
COc1c(I)cc(I)cc1/C=C1/C(=O)NN(c2cccc(Cl)c2)C1=O	15.0%
Cc1cc(/C=C2/NC(=O)NC2=O)c(C)n1-c1ccc(Cl)cc1	6.0%
Cc1ccc(/C=C2\SC(=S)N(CC(C)C)C2=O)o1	6.0%
O=C(CSc1nc(-c2ccccc2)cc(-c2ccccc2)n1)Nc1ccc(Cl)cn1	9.0%
COc1cccc(C(=O)Nc2ccc(-c3ccc(NC(=O)c4cccc(OC)c4)cc3)cc2)c1	2.0%
CCOc1cc(C(=O)Nc2cccc(-c3nc4cc(Cl)ccc4o3)c2C)cc(OCC)c1OCC	40.0%
CC(C)(C(=O)c1ccccc1)/[N+]([O-])=C/c1ccc([N+](=O)[O-])cc1	3.0%
O=C(O)c1cccc(N2C(=O)c3cc4ccccc4c(-c4ccccc4)c3C2=O)c1	10.0%
O=C(N/N=C\c1c(O)ccc2ccccc12)c1cccc2cc[nH]c12	15.0%
N#Cc1cc(N=Cc2cccc(C=Nc3ccc(N)c(C#N)c3)c2)ccc1N	12.0%
CCCCCCSc1nnc2c(n1)[nH]c1ccccc12	1.0%
Cc1ccc(OCC(=O)NNC(=O)Cc2ccc(Cl)cc2)c(C)c1	1.0%
CCc1ccc(N2CC(C(=O)Nc3ccc(Cl)c(Cl)c3)CC2=O)cc1 (stereo not given)	0.0%
O=C(Cc1csc(-c2ccccc2)n1)Nc1nccs1	0.0%
CCc1nc2ccccc2c(NC(=O)CNC(C)(C)CC(C)(C)C)c1C	2.0%
C=CCN1C(=O)/C(=C\c2cccc(OCCCOc3ccc(Cl)cc3)c2)SC1=S	0.0%
COc1ccc(C(=O)NC(=S)Nc2cc(Cl)cc(Cl)c2)cc1	13.0%
Cc1cccc(OCCCCCN2CCOCC2)c1C	2.0%
CC(=O)Oc1ccc(C(=O)Nc2ccccc2Br)cc1	13.0%
C=CCNC(=S)Nc1sc(C)c(C)c1C(=O)OCC	0.0%
Cc1nn2c(C(F)(F)F)cc(-c3ccc(Cl)cc3)nc2c1C(N)=O	14.0%
Cc1ccc(CNC(=O)CN(c2cc(Cl)cc(Cl)c2)S(=O)(=O)c2ccc(C)cc2)cc1	24.0%
O=C(CCCN1C(=O)S/C(=C\C=C\c2ccccc2)C1=O)Nc1cccc(O)c1	20.0%
CCCN(CCC)C(=O)c1c(NC(=O)c2cccs2)sc2c1CCCCC2	15.0%
C=CCNC(=O)C1CC=CCC1C(=O)Nc1ccccc1 (stereo not given)	0.0%
CCOC(=O)C1=C(C)N=c2s/c(=C\c3ccc(-c4ccc([N+](=O)[O-])cc4)o3)c(=O)n2C1c1ccc(OC)cc1 (stereo not given)	13.0%
CCOC(=O)c1ccc(N2NC(=O)/C(=C/c3ccc4c(c3)OCO4)C2=O)cc1	24.0%
COc1ccc(C(O)(C(=O)NCc2ccccc2)c2ccc(OC)cc2)cc1	6.0%
Cc1nc2cc(-c3ccc(Cl)cc3)[nH]n2c(=O)c1Cl	9.0%
Cc1cc(C)cc(Oc2coc3cc(OC(=O)c4ccco4)ccc3c2=O)c1	19.0%
CC1=NN(c2ccc(C)c(C)c2)C(=O)C1C(c1cccc(O)c1)c1c(C)[nH]n(-c2ccc(C)c(C)c2)c1=O (stereo not given)	13.0%
CC(=O)N(CCN(C(C)=O)c1ccccc1C)c1ccccc1C	15.0%
Cc1ccc(S(=O)(=O)NC(=O)NCCc2ccccc2)cc1	3.0%
CC1CCN(C(=O)CN(c2cccc3ccccc23)S(C)(=O)=O)CC1	6.0%
COc1cc(C2Nc3ccc4ccccc4c3C3=C2C(=O)CC(C)(C)C3)ccc1OC(=O)c1cc(F)c(F)cc1Cl (stereo not given)	18.0%
COc1ccc2c(=O)cc(C(F)(F)C(F)F)oc2c1	0.0%
CN1CCN(C(=O)/C(=C/c2ccccc2F)NC(=O)c2ccccc2)CC1	7.0%
COc1cccc(C2(c3cccc(OC)c3)CC2C(=O)NCc2ccccc2)c1 (stereo not given)	3.0%
CCOc1ccc(N=Cc2ccc(OCc3ccccc3)cc2)cc1	2.0%
CCN(CC)CCN1C(=O)C(O)=C(C(=O)/C=C/c2ccccc2)C1c1ccc(OC)c(OC)c1 (stereo not given)	2.0%
COc1ccccc1NC(=O)CCCN1C(=O)/C(=C/c2ccccc2Cl)SC1=S	23.0%
Cc1ccc(-c2nc3ccccc3o2)cc1NC(=O)c1cc(Cl)ccc1Cl	8.0%
Going on with the list:
SMILES	RNase H inhibition
CCOC(=O)C1=C(C)OC(N)=C(C#N)C1c1ccccc1[N+](=O)[O-] (stereo not given)	18.0%
CC(=O)c1cc2c(N)c(C(=O)c3ccc(Br)cc3)sc2nc1C	17.0%
COc1ccc(C2C(C(C)=O)=C(O)C(=O)N2c2cccc(Br)c2)cc1 (stereo not given)	7.0%
O=C(NC(=O)c1ccccc1)Oc1ccc([N+](=O)[O-])cc1	6.0%
COc1ccc(CNC(=S)Nc2ccc(OC)cc2)cc1	49.0%
NC(=O)c1ccc(NC(=O)c2ccc(Br)o2)cc1	9.0%
COc1ccc(Cl)cc1-c1n[nH]c(=S)n1C	0.0%
CCOC(=O)CCC(=O)Nc1ccc(Nc2ccccc2)cc1	21.0%
N#C/C(=C\c1ccccc1C(F)(F)F)c1nn(CCO)c(N)c1C#N	2.0%
Cc1ccsc1/C=C1\SC(=S)N(CC(C)C)C1=O	0.0%
CCc1ccc(OCCCCCN(CC)CC)cc1	9.0%
C/C(=N\Nc1nccnc1Cl)c1ccc(O)cc1	14.0%
CC12c3ccccc3C(c3ccccc31)C1C(=O)N(Cc3cccnc3)C(=O)C12 (stereo not given)	4.0%
COc1ccccc1/C=C1/SC(=S)N(CCC(=O)N2c3ccccc3Sc3ccc(Cl)cc32)C1=O	8.0%
Cc1cccc(Nc2nnc(-c3ccc(C(=O)NCCO)cc3)c3ccccc23)c1	8.0%
COc1ccc(C(=O)NC(=S)Nc2ccc(C)c(C)c2)cc1OC	17.0%
COc1ccc(N(CC(=O)Nc2ccc(Cl)cc2)S(=O)(=O)c2ccc(C)cc2)cc1OC	8.0%
Cc1ccc(N=Cc2cc(Br)ccc2O)cc1F	13.0%
COc1cc(/C=C(\C#N)C(=O)Nc2cccc(C)c2)cc([N+](=O)[O-])c1O	5.0%
COc1ccc(CNC(=O)CN(c2cc(Cl)cc(Cl)c2)S(=O)(=O)c2ccc(C)cc2)cc1	37.0%
COc1ccc(C2CC(=O)C3=C(C2)Nc2ccccc2NC3c2c(F)cccc2Cl)cc1 (stereo not given)	24.0%
COc1cccc(NC(=O)c2sc(-c3ccccc3)nc2C)c1	6.0%
C/C(=N/N1CCN(Cc2ccccc2Cl)CC1)c1cccc([N+](=O)[O-])c1	12.0%
CC(=NCCN1CCNCC1)C1=C(O)CC(C)(C)CC1=O	9.0%

Overlap with the part before: 7 compounds; new compounds follow.
SMILES	RNase H inhibition
Cc1ccc(N=Cc2cc(Br)ccc2O)cc1F	13.0%
COc1cc(/C=C(\C#N)C(=O)Nc2cccc(C)c2)cc([N+](=O)[O-])c1O	5.0%
COc1ccc(CNC(=O)CN(c2cc(Cl)cc(Cl)c2)S(=O)(=O)c2ccc(C)cc2)cc1	37.0%
COc1ccc(C2CC(=O)C3=C(C2)Nc2ccccc2NC3c2c(F)cccc2Cl)cc1 (stereo not given)	24.0%
COc1cccc(NC(=O)c2sc(-c3ccccc3)nc2C)c1	6.0%
C/C(=N/N1CCN(Cc2ccccc2Cl)CC1)c1cccc([N+](=O)[O-])c1	12.0%
CC(=NCCN1CCNCC1)C1=C(O)CC(C)(C)CC1=O	9.0%
COc1ccc(N(CC(=O)NCc2ccccc2OC)S(=O)(=O)c2ccccc2)c(OC)c1	6.0%
COc1cc(/C=C(\C#N)c2nc3ccccc3[nH]2)cc(Cl)c1O	25.0%
COc1ccc(C(=O)NNC(=O)c2cccc(O)c2)cc1	9.0%
Cc1ccc(N2CC(C(=O)Nc3cccc(Cl)c3)CC2=O)cc1 (stereo not given)	9.0%
CC(/C=C/c1ccc2ccccc2c1)=C\C(=O)O	7.0%
CN1C(=O)/C(=C2/SC(=S)N(CCC(=O)O)C2=O)c2cc(Br)ccc21	10.0%
COc1cc(OC)c(-c2nc(-c3ccccc3)c(-c3cccc4ccccc34)[nH]2)cc1OC	22.0%
COCCOC(=O)C1=C(C)NC2=C(C(=O)CC(C)(C)C2)C1c1cccc(F)c1 (stereo not given)	2.0%
COc1cc(/C=C2\SC(=Nc3cccc(Cl)c3C)NC2=O)ccc1O	29.0%
O=C(O)C1C2CC=CC2c2cc(Oc3ccccc3)cc3c2N1CC1CC=CC31 (stereo not given)	40.0%
CCOC(=O)c1ccc(NC(=S)NC(=O)c2ccccc2I)cc1	15.0%
O=S(=O)(Cc1ccccc1)CC(O)COCc1ccccc1 (stereo not given)	0.0%
COc1cccc(NC(=O)Nc2nnc(-c3cccc([N+](=O)[O-])c3)s2)c1	38.0%
COc1ccc(N/N=C(/Cl)C(C)=O)cc1	0.0%
O=C(c1ccccc1[N+](=O)[O-])N1CCC(Cc2ccccc2)CC1	3.0%
COc1ccccc1C1C(C(=O)OCC2CCCO2)=C(C)NC2=C1C(=O)CC(C)(C)C2 (stereo not given)	17.0%
COc1ccc(N(CC(=O)N2CCN(C(c3ccccc3)c3ccccc3)CC2)S(C)(=O)=O)cc1	12.0%
C=CCn1c(=O)c(C(=O)Nc2ccccc2S(N)(=O)=O)c(O)c2ccccc21	12.0%
Nc1ccc(C(c2ccccc2)c2ccc(N)cc2)cc1	14.0%
CCOC(=O)c1cc(CC)sc1NC(=O)c1cccs1	10.0%
CCN(CC)c1ccc(/C=N/NC(=O)CN(c2cc(Cl)ccc2OC)S(=O)(=O)c2ccc(C)c([N+](=O)[O-])c2)cc1	18.0%
COc1ccccc1NC(=O)c1c(NC(=O)c2cccc(C)c2)sc2c1CCCC2	24.0%
S=c1[nH]nc(-c2ccccc2Br)n1-c1ccccc1	9.0%
O=C(COc1ccc(Br)cc1)Nc1cccc(C(F)(F)F)c1	9.0%
O=C(CSC1=NC(=O)C(Cc2ccccc2)C(=O)N1)Nc1cccc(Cl)c1 (stereo not given)	3.0%
